Screening results deposited in PubChem BioAssay by National Center for Advancing Translational Sciences (NCATS).
Pol beta inh = qHTS Assay for Inhibitors of DNA Polymerase Beta; Pol beta primer extension/strand displacement, fluorescence kinetic; actives 1.3% (n = 340,000); Potency, µM (top dose mostly 114 µM), for the others: at the top dose activity change, negative = inhibition, actives largely listed as inhibitors; P06746; AID 485314, 2010; further: on the % scale 0 is the no-effect control and ±100 the full control effect
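Enzyme-only controls used 10 nM Pol beta; buffer lacking enzyme served as negative control. Compound preincubated 15 min, then 50 nM substrate added; 0 and 10 min reads at room temperature.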
G9a inh = qHTS Assay for Inhibitors of Histone Lysine Methyltransferase G9a; Histone-lysine N-methyltransferase EHMT2 (Homo sapiens), Q96KQ7; G9a H3K9 monomethylation, AlphaScreen, 2 h; Potency, µM (doses to about 102 µM), without a hit: at the top dose activity, negative = inhibition, hits mostly inhibitors; actives 8.8% (n = 350,000); further: on the % scale 0 is the no-effect control and ±100 the full control effect; nearly all actives have a fitted effect of over 75% in size
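AlphaScreen read-out: biotin-H3K9 peptide (500 nM) methylation by 20 nM enzyme with 20 uM SAM, 2 h at room temperature after 15 min compound preincubation; anti-monomethyl H3K9 antibody plus donor/acceptor beads, 10 min dark.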
BLM inh = qHTS Assay for Inhibitors of Bloom's syndrome helicase (BLM). RecQ-like DNA helicase BLM (Homo sapiens), P54132. recombinant BLM DNA unwinding, fluorescence dequenching. Potency, µM (doses to about 56.1 µM), for inactives: top-dose activity change, negative = inhibition, usual class: inhibitors. actives 0.2% (n = 350,000). AID 2528, 2010;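 further: plate controls were vehicle for no effect and no enzyme for full effect; nearly all actives have a fitted effect of over 35% in size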
POLI inh = qHTS for Inhibitors of Polymerase Iota; DNA polymerase iota (Homo sapiens), Q9UNA4; Pol iota fluorescent replication assay, 10 min; Potency, µM (series often up to 115 µM), for inactives: at the highest dose activity, negative = inhibition, actives largely listed as inhibitors; actives 1% (n = 390,000)
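Fluorescent replication assay read twice, at 0 min and 10 min after adding 50 nM (final) substrate. Enzyme (10 nM) and compounds were first incubated 15 min at room temperature; enzyme-free buffer wells were negative controls.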
JMJD2A Tudor inh = qHTS Assay for Inhibitors of JMJD2A-Tudor Domain; Potency, µM (series often up to 114 µM), for inactives: top-dose activity change, negative = inhibition, usual class: inhibitors; AID 504339, 2011; Lysine-specific demethylase 4A (Homo sapiens), O75164; actives 4.4% (n = 390,000); AlphaScreen JMJD2A-Tudor / H3K4me3 peptide binding; further: on the % scale 0 is the no-effect control and ±100 the full control effect; nearly all actives have a fitted effect of over 50% in size
APE1 inh = qHTS Assay for Inhibitors of the Human Apurinic/apyrimidinic Endonuclease 1 (APE1) | Potency, µM (titrated, usually from 65.8 µM), for inactives: top-dose activity change, negative = inhibition, hits mostly inhibitors | recombinant APE1, TAMRA/BHQ-2 abasic DNA cleavage fluorescence | DNA repair nuclease/redox regulator APEX1 (Homo sapiens), P27695 | actives 0.35% (n = 350,000);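 further: plate controls were vehicle for no effect and reference inhibitor for full effect; nearly all actives have a fitted effect of over 55% in size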
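Step 1: APE1 (0.75 nM) with compound, 15 min RT. Step 2: add 50 nM fluorophore/quencher THF duplex. Step 3: three fluorescence reads 60 s apart (525/598 nm); read 3 minus read 1 = reaction progress.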
BAZ2B block = qHTS Assay for Inhibitors of BAZ2B | AlphaScreen BAZ2B-H3K14Ac peptide displacement | Bromodomain adjacent to zinc finger domain protein 2B (Homo sapiens), Q9UIF8 | Potency, µM (highest dose often 114 µM), inactives show top-dose activity change, negative = inhibition, usual class: inhibitors | actives 4.4% (n = 360,000) | AID 504333, 2011; further: on the % scale 0 is the no-effect control and ±100 the full control effect; nearly all actives have a fitted effect of over 60% in size
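In this displacement format the biotinylated H3(5-23) peptide acetylated at Lys14 serves as ligand at 50 nM, with BAZ2B at 50 nM in PBS pH 7.4 containing 0.01% Tween-20. Donor and acceptor beads are 10 ug/mL final.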
Pol eta inh = qHTS for Inhibitors of Polymerase Eta. recombinant Pol eta, fluorescent DNA replication assay. AID 588591, 2011. DNA polymerase eta (Homo sapiens), Q9Y253. Potency, µM (series often up to 114 µM), for inactives: top-dose activity change, negative = inhibition, hits mostly inhibitors. actives 1.2% (n = 390,000); further: on the % scale 0 is the no-effect control and ±100 the full control effect
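Pol eta (10 nM) was preincubated with compounds for 15 min at room temperature, after which fluorescent replication substrate (50 nM final) was added to start the reaction. Fluorescence was read kinetically at 0 and 10 min.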
POLK inh = qHTS for Inhibitors of Polymerase Kappa. DNA polymerase kappa (Homo sapiens), Q9UBT6. purified Pol kappa, fluorescent DNA synthesis assay, 10 min. Potency, µM (titrated, usually from 107 µM), for the others: at the top dose activity, negative = inhibition, most hits filed as inhibitors. actives 0.53% (n = 400,000). AID 588579, 2011; further: on the % scale 0 is the no-effect control and ±100 the full control effect
Target sequence (Q9UBT6 whole entry, looked up): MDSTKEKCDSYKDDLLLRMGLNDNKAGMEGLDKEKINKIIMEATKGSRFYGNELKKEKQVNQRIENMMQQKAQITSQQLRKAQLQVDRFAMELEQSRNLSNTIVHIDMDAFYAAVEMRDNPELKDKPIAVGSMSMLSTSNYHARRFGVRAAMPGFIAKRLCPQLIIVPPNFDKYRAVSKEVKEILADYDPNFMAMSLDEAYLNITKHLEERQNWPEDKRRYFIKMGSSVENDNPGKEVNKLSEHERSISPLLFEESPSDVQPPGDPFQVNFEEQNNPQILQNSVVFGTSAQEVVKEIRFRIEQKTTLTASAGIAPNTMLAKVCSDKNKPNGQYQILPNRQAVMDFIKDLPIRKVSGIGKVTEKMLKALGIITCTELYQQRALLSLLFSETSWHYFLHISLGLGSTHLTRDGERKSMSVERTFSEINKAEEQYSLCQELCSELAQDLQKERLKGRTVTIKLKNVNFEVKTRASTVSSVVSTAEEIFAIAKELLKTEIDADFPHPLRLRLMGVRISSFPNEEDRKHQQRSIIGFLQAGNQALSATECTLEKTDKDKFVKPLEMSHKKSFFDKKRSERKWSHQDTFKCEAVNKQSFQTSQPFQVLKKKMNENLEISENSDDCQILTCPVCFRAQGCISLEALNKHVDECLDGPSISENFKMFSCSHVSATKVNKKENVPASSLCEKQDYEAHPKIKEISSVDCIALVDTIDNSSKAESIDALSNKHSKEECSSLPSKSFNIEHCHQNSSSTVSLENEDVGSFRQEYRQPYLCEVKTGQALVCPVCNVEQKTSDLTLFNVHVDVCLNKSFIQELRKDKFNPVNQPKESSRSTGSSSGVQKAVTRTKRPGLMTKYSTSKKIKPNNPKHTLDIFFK
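10 nM Pol kappa preincubated 15 min at room temperature with compounds, then reaction started with substrate at 50 nM final. Fluorescence read kinetically at 0 and 10 min; buffer-only wells served as negative control.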
Active calls of the source: *; ? = inconclusive; . = not tested or not shown; & = joins results of further samples; [ ] = another dose, or the depositor's remark. The call rests on the fitted dose curve; in most records, active means well fitted curve in the direction sought with a large enough effect; inconclusive means small, poorly fitted or top-dose-only effect, or another doubt; inactive means no such curve, though single readings can be large; an effect the other way counts as inactive or inconclusive. Potency means the concentration at half of the fitted maximal effect. This is a subset; count on the stated rates, not on these rows.

smiles	JMJD2A Tudor inh	Pol eta inh	G9a inh	BLM inh	BAZ2B block	POLK inh	APE1 inh	Pol beta inh	POLI inh
CC(C)Cc1nnc(NC(=O)c2ccncc2)s1	-9%[11.4 µM]	0%	-39%	-1%	-5%	-15%	-5%	2%	0%
O=C(CSc1nc2ccc(Cl)cc2[nH]1)NC1CCCc2ccccc21 (stereo not given)	-10%	-4%	-13%[59 µM]	1%	-3%	-5%	-2%	-19%	1%
O=C(Cn1cc([N+](=O)[O-])cn1)Nc1cccnc1	-2%	-19%	-36%	-2%	-14%	-1%	-10%	-17%	95%[activator]
Cc1cccc(NC(=O)C(NS(=O)(=O)c2ccc3c(c2)oc(=O)n3C)C(C)C)c1 (stereo not given)	-12%	-15%	-5%[59 µM]	1%	-14%	-3%	.	6%	25%
NC(=O)CSc1nnc(-c2cnccn2)n1-c1ccccc1	-7%	-12%	?	0%	9%	-3%	-1%	?	6%
Cc1ccccc1-n1nc2c(c1NC(=O)CCCl)CSC2	-6%	0%	6%[2.33 µM]	-3%	6%	-3%	10%	-16%	-9%
CCC(NC(=O)c1cc(COc2c(F)cccc2F)on1)c1ccncc1 (stereo not given)	0%	-16%	.	1%	2%	-4%	-19%	49%	13%
O=C(COc1ccccc1Br)NC1CC1	-11%	-13%	?	-2%	-19%	5%	41%	5%	34%[activator]
CCOC(=O)c1c(-c2ccccc2)oc2ccc(NS(=O)(=O)c3cc(C)c(C)cc3C)cc12	-29%	-9%	-5%[59 µM]	-13%	-1%	-13%	.	?	-2%
CC(C)C(=O)Nc1nnc(SCC(=O)N2c3ccccc3CC2C)s1 (stereo not given)	-7%	-7%	13%	-3%	10%[57.1 µM]	-12%	-1%	2%	10%
C#CCOCCOCCOCCNc1nc(N2CCN(C(=O)[C@H](CCC(=O)O)n3cc(CN)nn3)CC2)nc(N2CCN(C(=O)[C@H](CCC(=O)O)n3cc(CN)nn3)CC2)n1	?	-4%	.	.	.	2%	0%	.	4%
CSc1ccc(C=NNc2ccc(S(=O)(=O)Nc3ccccc3C(=O)O)cc2[N+](=O)[O-])cc1	20µM*	?	.	.	.	?	8.4µM*	.	25µM*
Cc1cc(N2CCOCC2)nc2ccc(NC(=O)CCC(=O)N3CCCCC3)cc12	-2%	-8%	-2%	2%	2%	-11%	?	17%	-9%
CCOc1cc2[nH]c(=S)n(C3CC3)c(=O)c2cc1OCC	-15%	-19%	-3%	-3%	-1%	-2%	-1%	16%	-7%
Cc1ccc(-n2nc(C(=O)NCc3ccc(F)cc3Cl)c3c4ccccc4n(C)c3c2=O)cc1	-18%	-20%	1%[59 µM]	-2%	.	-22%	.	?	-19%
CC(C)=CCCC(C)CCO (stereo not given)	-11%	-5%	.	2%	.	3%	30%&-3%&2%	.	-10%
COc1cccc(CC2(CO)CCCN(Cc3cn(C)c4ccccc34)C2)c1 (stereo not given)	-27%	-2%	7%	-5%	-16%	-7%	6%	-19%	-13%
CCN(c1ccccc1)S(=O)(=O)c1ccc(NC(=O)c2ccco2)cc1	-26%	-14%	.	-12%	-16%	-12%	-5%	2%	52%[activator]
Cc1nn(-c2cc(N3CCCC3)ccc2[N+](=O)[O-])c(=O)c2ccccc12	-30%	3%	-17%	1%	-37%	-19%	6%	1%	-4%
Brc1ccc(OCc2ccccc2)c(CNCC2CCCO2)c1 (stereo not given)	-21%	-8%	14%[12.7 µM]	-4%	-13%	-5%	-16%	-10%	-7%
CCOC(=O)C1C(=O)C=C(c2ccc(C)cc2)CC1c1ccc([N+](=O)[O-])cc1 (stereo not given)	-11%	-16%	1%	-5%	6%	-2%	-5%	-11%[57.1 µM]	4%
O=C(NC(=S)Nc1ccc(N2CCOCC2)c(Cl)c1)c1cccs1	?	-19%	1%	-7%	35µM*	1%	-2%	-12%	-5%
CCn1c(CSCc2ccc(F)cc2)nnc1SCC(=O)NCc1ccccc1	-16%	-15%	-11%[12.7 µM]	0%	11%	-9%	20%	-2%	14%
COc1ccc(C(=O)NCc2nnc(SCC(=O)N3CCc4ccccc43)n2CCc2ccccc2)cc1	-30%	-12%	?	0%	2%	-6%	?	22%	3%
C=CCNC(=O)CCCOc1cccc(C)c1	-4%	-2%	-10%	-1%	6%	6%	10%	26%	12%
Cc1ccccc1-c1nc2ccc(Cl)cc2c(=O)n1O	-33%	4%	-9%	-3%	-21%	-14%	27%	7%	-16%
C=CCOc1ccccc1CNCc1ccc(F)cc1	-1%	-4%	-38%	3%	-11%	5%	0%	19%	-8%
COc1ccc(-c2cc(C(F)(F)F)n3nc(C(=O)NCc4ccco4)cc3n2)cc1	6%	-9%	-1%[59 µM]	-9%	4%	-13%	0%	3%	-2%
CCCCCC1OC1C/C=C\C/C=C\C/C=C\CCCC(=O)O (stereo not given)	.	.	26%[59 µM]	0%	.	2%[19.4 µM]	29%	.	.
Cc1ccc(OCCCCn2nnc3sc4c(c3c2=O)CCCC4)cc1	75%[activator]	.	54%[activator][59 µM]	-3%	113%[activator]	-9%	.	-2%	6%
Cc1nc(NCc2cccnc2)c2c3c(sc2n1)CCCC3	-13%	-6%	-9%	-4%	-12%	-6%	-2%	17%	58%[activator]
Cc1cccc(C(CC(=O)O)NC(=O)C(F)(F)F)c1 (stereo not given)	-11%	-12%	8%	-1%	6%	5%	14%	50%	75%[activator]
N#CCn1c(CN2CCCC2)nc2ccccc2c1=O	-11%	-10%	9%	2%	1%	5%	46%[activator]	2%	3%
CC(C)(C)OC(=O)NCCCC[C@H](NC(=O)c1nc[nH]c1C(=O)N1CCN(c2ccccc2)CC1)C(=O)OC(C)(C)C	-33%	-16%	-6%[59 µM]	-10%	-6%	-11%	2%	-2%	-8%
CC(C)Sc1ncnc2c1oc1ccccc12	56%[activator]	-7%	35%[59 µM]	-4%	58%[activator]	-13%	-2%	0%	-5%
O=C(/C=C/c1cccc([N+](=O)[O-])c1)NCCSCc1ccccc1Cl	-33%	-20%	?	-10%	-29%	-10%	3%	-25%	7%

Structures listed so far shown as hits in APE1 inh.
smiles	JMJD2A Tudor inh	Pol eta inh	G9a inh	BLM inh	BAZ2B block	POLK inh	APE1 inh	Pol beta inh	POLI inh
CSc1ccc(C=NNc2ccc(S(=O)(=O)Nc3ccccc3C(=O)O)cc2[N+](=O)[O-])cc1	20µM*	?	.	.	.	?	8.4µM*	.	25µM*

Next section:
smiles	JMJD2A Tudor inh	Pol eta inh	G9a inh	BLM inh	BAZ2B block	POLK inh	APE1 inh	Pol beta inh	POLI inh
CC1CN(C2CCN(C(=O)c3ccccc3Cl)CC2)CC(C)O1 (stereo not given)	35µM*	-14%	?	-1%	?	-4%	-1%	-26%	18%
CC(C)CCNc1nc(N)c([N+](=O)[O-])c(NCC2CCCO2)n1 (stereo not given)	-25%	-7%	-3%[59 µM]	1%	-6%	-8%	8%	31%	15%
CN(C)c1ccc(C(C#N)c2ccc(Cl)cc2)nn1 (stereo not given)	-2%	-9%	-1%	-3%	-14%	-15%	-2%	9%	0%
COc1ccccc1N1CCN(C(c2cccs2)C(C)NC(=O)c2ccco2)CC1 (stereo not given)	-31%	-21%	-42%	-3%	-38%	-19%	-1%	8%	6%
COC(=O)c1ccc(CNC(=O)c2coc3ccccc3c2=O)cc1	-12%	-3%	3%	-4%	4%	-5%	-4%	-4%	-13%
C[C@H](NC(=O)N1CCn2c1nc1ccccc12)C(=O)NCc1ccc2c(c1)OCO2	-16%	-9%	-9%[0.501 µM]	1%	?	2%	-8%	12%	-8%
CCN(CC)c1ccc(C=C2C(=O)OC(C)(C(C)(C)C)OC2=O)cc1 (stereo not given)	?	-13%	22%[0.501 µM]	-2%	-3%	2%	-2%	14%	?
O=C(CCSCc1cccc(Cl)c1)NCc1ccc(F)cc1Cl	19%	-19%	-35%[59 µM]	-8%	53%[activator]	-10%[60.1 µM]	.	2%	7%
O=C1N=C(N2CCCC2C(=O)O)S/C1=C\c1ccco1 (stereo not given)	?	?	25µM*	2%	79µM*	?	?	?	?
COCCCNC(=O)CSc1nc2ccccc2c(=O)n1CCC(=O)NCCc1ccc(OC)c(OC)c1	-3%	-4%	-3%	2%	11%	-1%	4%	6%	16%
COc1cccc2cc(C(=O)Nc3ccccc3Cl)/c(=N/NS(=O)(=O)c3ccccc3)oc12	-5%	-19%	1%[59 µM]	-5%	-8%	8%	51%[activator]	32%	22%
NC(=O)C1(NC(=O)[C@@H]2CC3(CC(c4cccc(NC(=O)[C@@H]5CCC(=O)N5)c4)=NO3)CN2C(=O)Cc2ccc(C(F)(F)F)cc2)CC1 (stereo not given in full)	-20%	-6%	3%[59 µM]	1%	-5%	-1%	-3%	24%	3%
COc1ccc(/C=C(/NC(=O)c2ccccc2)C(=O)N2CCCC2)cc1	-9%	-12%	18%	-4%	0%	7%	14%	19%	7%
CCCC(C)NC(=O)CN1C(=O)NC2(CCc3ccccc32)C1=O (stereo not given)	-15%	-14%	-9%	1%	0%	-7%	7%	0%	17%

Reformatted: results already given.
Fields: JMJD2A Tudor inh, Pol eta inh, G9a inh, BLM inh, BAZ2B block, POLK inh, APE1 inh, Pol beta inh, POLI inh
> CN(C)c1ccc(C(C#N)c2ccc(Cl)cc2)nn1 (stereo not given)
    -2%, -9%, -1%, -3%, -14%, -15%, -2%, 9%, 0%
> COc1ccccc1N1CCN(C(c2cccs2)C(C)NC(=O)c2ccco2)CC1 (stereo not given)
    -31%, -21%, -42%, -3%, -38%, -19%, -1%, 8%, 6%
